Compound activity as filed in PubChem BioAssay.
Pf growth 48h = Primary qHTS for delayed death inhibitors of the malarial parasite plastid, 48 hour incubation; P. falciparum luciferase growth in erythrocytes, 48 h; Potency, µM (series often up to 28.7 µM), for the others: at the highest dose activity change, negative = inhibition, usual class: inhibitors; 310,000 compounds, 5.9% hits; AID 504832, 2011; also: potency is read from the fitted curve at half-maximal effect; % is scaled to controls: 0 for no effect and ±100 for the full control effect
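Here the parasites carry a stable luciferase gene and grow inside erythrocytes in Albumax-based RPMI medium with compound for one erythrocytic cycle. Activity is scored as loss of luminescent signal.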
Cycloheximide cs = Cycloheximide Counterscreen for Small Molecule Inhibitors of Shiga Toxin; cell reporter, cycloheximide protein synthesis inhibition counterscreen; max response, %; 300,000 compounds, 12% hits; in the data active = max response mostly above about 13%, no sharp cut-off; inactive = mostly below about 14%; also: read at 38.3 µM for the half of the compounds with a filed dose; 0% is about no effect
Shiga toxin inh = A qHTS for Small Molecule Inhibitors of Shiga Toxin. Vero cells, Shiga toxin protein synthesis inhibition reporter. inhibition, % at 38.7 µM. 290,000 compounds, 9.2% hits; in the data active = inhibition mostly above about 28%, no sharp cut-off; inactive = mostly below about 43%; also: 0% is about no effect
Sm TGR block = qHTS Assay for the Inhibitors of Schistosoma Mansoni Peroxiredoxins; Schistosoma mansoni thioredoxin glutathione reductase (TGR), Q962Y6; Potency, µM (top dose mostly 114 µM), inactives show top-dose activity change, negative = inhibition, most hits filed as inhibitors; purified TGR, DTNB reduction, TNB absorbance 405 nm; 360,000 compounds, 3% hits; also: potency is read from the fitted curve at half-maximal effect; % is scaled to controls: 0 for no effect and ±100 for the full control effect; nearly all actives have a fitted effect of over 60% in size
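First, TGR (20 nM dispensed) and NADPH were mixed with compound. Second, a 15 min room-temperature incubation followed. Third, further NADPH and then DTNB were added to start the reaction. Finally, TNB absorbance was monitored kinetically.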
Giardia FBPA inh = qHTS Assay for Inhibitors of Fructose-1,6-bisphosphate Aldolase from Giardia Lamblia. A8B2U2. purified Giardia FBPA. Potency, µM (doses to about 59.6 µM), without a hit: top-dose activity, negative = inhibition, most hits filed as inhibitors. 290,000 compounds, 0.71% hits. AID 2451, 2010; also: potency is read from the fitted curve at half-maximal effect; % is scaled to controls: 0 for no effect and ±100 for the full control effect; nearly all actives have a fitted effect of over 55% in size
Target sequence (A8B2U2 whole entry, looked up): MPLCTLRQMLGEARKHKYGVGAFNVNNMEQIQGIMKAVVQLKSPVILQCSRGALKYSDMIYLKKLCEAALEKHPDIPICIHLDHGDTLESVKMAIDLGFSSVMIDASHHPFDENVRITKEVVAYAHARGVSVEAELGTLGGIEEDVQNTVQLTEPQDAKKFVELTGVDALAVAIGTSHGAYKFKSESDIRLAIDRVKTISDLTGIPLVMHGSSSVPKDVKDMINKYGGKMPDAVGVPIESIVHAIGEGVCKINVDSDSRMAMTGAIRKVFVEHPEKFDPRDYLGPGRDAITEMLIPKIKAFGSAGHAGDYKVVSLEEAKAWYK
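Giardia FBPA (40 nM reagent) was preincubated 10 min at RT with compound (up to 57.5 uM final), then substrate plus GAPDH/TPI/NAD/arsenate coupling system with diaphorase/resazurin was added; resorufin fluorescence (525/598 nm) was read after 20 min.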
Pf growth 96h = Primary qHTS for delayed death inhibitors of the malarial parasite plastid, 96 hour incubation; P. falciparum luciferase reporter growth, 96 h; Potency, µM (highest dose often 28.7 µM), for inactives: top-dose activity change, negative = inhibition, usual class: inhibitors; 320,000 compounds, 6.9% hits; also: potency is read from the fitted curve at half-maximal effect; % is scaled to controls: 0 for no effect and ±100 for the full control effect
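Cell-based qHTS: luciferase-tagged P. falciparum in erythrocytes (2% hematocrit, 0.05% parasitemia final) incubated with compounds for 96 hours, 37 C, 5% CO2; luciferase detection reagent then added and luminescence measured.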
Active calls of the source: *; ? = inconclusive; . = not tested or not shown; [ ] = remark or other dose. Unless noted, calls follow the shape of the dose curve; as a rule, active = well fitted curve in the direction sought with a large enough effect; inconclusive = small, poorly fitted or top-dose-only effect, or another doubt; inactive = no such curve, though single readings can be large; an effect the other way counts as inactive or inconclusive.

Value order – Pf growth 48h	Cycloheximide cs	Shiga toxin inh	Sm TGR block	Giardia FBPA inh	Pf growth 96h
> Nn1c(SCC(=O)NC2CCCc3ccccc32)nnc1-c1cccs1 (stereo not drawn)
→ ?	-4	3	3%	1%	?
> O=C(CSc1nnc(C2CC2)n1-c1ccccc1)NCCc1ccccc1
→ .	-2	-11	3%	3%	?
> COc1ccc(-n2c(NC(=O)c3ccc(Br)o3)c(C#N)c3nc4ccccc4nc32)cc1
→ 0%	-3	-12	-30%	-24%	19%
> CCN1CCN(c2nc(-c3cccnc3)nc3ccccc23)CC1
→ ?	-3	4	-13%	-23%	.
> O=C(c1ccc(NC2=NC3CS(=O)(=O)CC3S2)cc1)N1CCN(c2ccc([N+](=O)[O-])cc2)CC1 (stereo not drawn)
→ 38%[activator]	1	-3	-31%	.	-9%
> C=CCn1c(SCC(=O)Nc2ccccc2-c2ccccc2)nc2cc(C(=O)O)ccc2c1=O
→ -29%	1	22	14%	15%	?
> O=C(NN=C1CCN(Cc2ccccc2)CC1)c1cc2ccccc2cc1O
→ ?	1	15	2%	?	?
> COc1ccc(Nc2nc3[nH]c(=O)cc(O)c3s2)cc1
→ ?	11	0	-5%	?	?
> CC(C)=NOc1cc(NC(=O)CCl)cc([N+](=O)[O-])c1
→ ?	-4	-5	11µM*	-27%	?
> Cc1nc(SC(C(N)=O)c2ccccc2)c(C#N)c(C)c1C (stereo not drawn)
→ 22%	-2	-9	-8%	-14%	31%[activator]
> Cc1cc(C)c(C#N)c(SCc2nc3ccccc3c(=O)[nH]2)n1
→ 77%[activator]	17	27	-8%	-8%	29%
> CCOC(=O)C1CCCN(c2c(NCCCN(CC)c3ccccc3)c(=O)c2=O)C1 (stereo not drawn)
→ ?	10	12	0%	0%	21%
> CC(C)CCN1CCN(C2CSCCSC2)CC1CCO (stereo not drawn)
→ 25%	0	7	12%	14%	120%[activator]
> Cc1ccc(C(=O)Nc2ccc3nc(C)sc3c2)s1
→ 57%[activator]	43*	112*	-18%	-1%	.
> O=C(c1ccc(Cl)nc1)N1CCN(S(=O)(=O)c2ccc3c(c2)OCCO3)CC1
→ ?	.	.	-2%	.	?
> CCOc1ccccc1NC(=O)N1CCCC(c2nc3c(nnn3Cc3ccc(C)cc3)c(=O)[nH]2)C1 (stereo not drawn)
→ 4.1µM*	-2	15	1%	4%	0%
> COc1ccc(C2C=C(c3ccc(C)c(C)c3)Nc3ncnn32)c(OC)c1OC (stereo not drawn)
→ .	-2	-10	0%	-14%	9.3µM*
> CC1CCCC(C)N1CC(O)COc1c(F)cc(Br)cc1F (stereo not drawn)
→ 10µM*	5	9	10%	-1%	?
> Cc1ccc(N2CC(C(=O)NCCc3ccc(S(N)(=O)=O)cc3)CC2=O)cc1 (stereo not drawn)
→ -6%	-6	17	-9%	5%	35%[activator]
> Cc1cc2n(n1)C(c1cn(-c3ccccc3)nc1C)Nc1ccccc1-2 (stereo not drawn)
→ 24%	4	6	2%	-2%	-20%
> COc1nc(C)nc2c1sc(=S)n2C
→ ?	-4	10	10%	8%	-16%
> CCN(CC)S(=O)(=O)c1cccc(C(=O)NCCCN2CCOCC2)c1
→ 13%	-6	25	-5%	1%	.
> CCOC(=O)c1c(-c2cccs2)csc1NC(=O)c1ccncc1
→ ?	-1	12	-14%	7%	?
> COc1ccc(OC)c(NC(=O)c2cc(-c3cc(C)cc(C)c3O)n[nH]2)c1
→ .	-3	26	1%	14%	9.3µM*
> CCc1[nH]nc(C(=O)NC2CCCN(Cc3ccccc3F)C2)c1C (stereo not drawn)
→ 0%	15	39	-22%	.	13µM*
> Cc1c(C)n(C(=O)CN2CCN(c3ccccn3)CC2)c2ccccc12
→ ?	-2	-6	-17%	-7%	.
> CCOC(=O)N1CCN(C(=O)CN(c2ccccc2)S(C)(=O)=O)CC1
→ 12%	-4	10	.	2%	21%
> Cc1cccc(C)c1OCCCCN1CCCCC1
→ 13%	1	-9	-5%	?	25%
> Cc1ccc(-c2ccc(/C=N/O)o2)cc1[N+](=O)[O-]
→ 102%[activator]	35*	61*	2%	0%	-15%
> Cc1ccc(-n2c(SCC(=O)N3CCOCC3)nnc2-c2ccncc2)cc1C
→ -4%	-5	-2	1%	4%	36%[activator]
> C=C(C)CCC(C)N1CCC(n2nccc2NC(=O)CCOc2ccccc2)CC1 (stereo not drawn)
→ -5%	-1	-5	0%	.	?
> CC(C)c1onc(C(=O)Nc2sc3c(c2C#N)CCC3)c1[N+](=O)[O-]
→ -4%	10	41	?	?	?
> O=C(NCCCn1ccnc1)/C(=C/c1ccc(F)cc1)NC(=O)c1ccccc1
→ 16%	-6	-1	13%	.	?
> Cc1cc(NN)nc2ccc(Cl)cc12
→ ?	-2	-9	-8%	-13%	?
> CCCCN(C(=O)c1cc(CC)c(C)s1)c1c(N)n(CCC)c(=O)[nH]c1=O
→ -15%	.	.	-3%	.	21%
> OCCC#Cc1ccc(CN2CCN(C3CCCCC3)C(CCO)C2)cc1 (stereo not drawn)
→ ?	1	-12	-4%	1%	.
> COCCCNC(=O)CSc1ccsc1[N+](=O)[O-]
→ 1%	7	-2	-6%	0%	-36%[5.75 µM]
> CCCCOc1ccccc1NC(=O)c1ccc(=O)[nH]c1
→ 5%	-1	-8	10%	2%	-1%
> C/C(=N\NC(=O)c1nnn(-c2nonc2N)c1COc1ccc(F)cc1)c1ccc(Cl)cc1
→ 16%	2	10	6%	3%	17%
> CN1CCN(c2nc3ccccn3c(=O)c2/C=C(\C#N)S(=O)(=O)c2ccccc2)CC1
→ 1%	1	-7	21%	0%	5%

Reprinted at random: 2 compounds from above
Value order – Pf growth 48h	Cycloheximide cs	Shiga toxin inh	Sm TGR block	Giardia FBPA inh	Pf growth 96h
> CC(C)c1onc(C(=O)Nc2sc3c(c2C#N)CCC3)c1[N+](=O)[O-]
→ -4%	10	41	?	?	?
> CCCCN(C(=O)c1cc(CC)c(C)s1)c1c(N)n(CCC)c(=O)[nH]c1=O
→ -15%	.	.	-3%	.	21%

Next section
Value order – Pf growth 48h	Cycloheximide cs	Shiga toxin inh	Sm TGR block	Giardia FBPA inh	Pf growth 96h
> C=C[C@@]1(C)CC[C@H]2C(=CC[C@@H]3[C@]2(C)CCC[C@@]3(C)C(=O)O)C1
→ .	-4	-10	.	20%	.
> Cc1ccc(C(=O)NCc2ccc(F)cc2)cc1NC1=NC2CS(=O)(=O)CC2S1 (stereo not drawn)
→ 31%[activator]	-3	2	-1%	-16%	-21%
> CCCc1cc(=O)[nH]c(SCc2cccc(C)c2)n1
→ .	-1	25	-1%	-17%	?
> Nc1ccccc1Oc1ccc2ccccc2c1
→ 26%	14	42*	10%	-4%	?
> Cn1c(CSCc2ccccc2Cl)nnc1SCC(=O)Nc1nccs1
→ ?	-2	-7	8%	31%	12µM*
> CC(NC(=O)COc1ccccc1-c1ccccc1)c1ccccc1 (stereo not drawn)
→ ?	-1	-9	6%	-3%	?
> COc1cc(C(=O)OCC(=O)NCc2ccccc2)cc(NC(=O)c2ccco2)c1OC
→ 20%	-3	-12	6%	-3%	.
> Cc1[nH]n(-c2ccccc2)c(=O)c1/C=N/Nc1nncc(-c2ccccc2)n1
→ 0.41µM*	-1	2	-15%	7.9µM*	0.59µM*
> COc1ccc(OC(C)C(=O)N(C)Cc2nc(-c3cccc(C)c3)no2)cc1 (stereo not drawn)
→ 1%	-3	-3	3%	6%	6%
> COc1ccc(CN2C3CCCC2CC(NC(=O)Nc2cccc(C)c2)C3)cc1 (stereo not drawn)
→ 7.4µM*	-3	-13	-1%	12%	42%[activator]
> Cc1ccc(N/C(SCc2ccccc2C)=C(/C#N)C(=O)NCc2ccco2)cc1C
→ ?	16	11	-2%	-9%	?
> CC1CCc2c(sc3nc(C(C)(C)C)nc(N4CCN(C(=O)CCl)CC4)c23)C1 (stereo not drawn)
→ -56%	20*	46*	3%	-12%	6.6µM*
> CCc1ccc(S(=O)(=O)N2CCN(c3ccccc3OC)CC2)cc1
→ -26%	2	.	-22%	-3%	-58%
> COc1ccc(CNCCC(c2ccccc2)c2ccc(OC(C)C)cc2)cc1OC (stereo not drawn)
→ 9.3µM*	-10	-7	0%	8%	?
> CCOc1cc2[nH]c(=S)n(CCN3CCCCC3CC)c(=O)c2cc1OCC (stereo not drawn)
→ .	-1	-4	0%	3%	?
> COC(=O)C1=C(C)N(Cc2ccco2)C(=O)/C1=C\c1ccc([N+](=O)[O-])cc1
→ ?	3	-12	7.9µM*	?	-34%
> COc1ccc(NC(C)=O)cc1NC(C)C(=O)Nc1cccc2ccccc12 (stereo not drawn)
→ .	-1	-11	-1%	-21%	?
> CCOC(=O)C1=C(COC(=O)/C=C/c2cccc(OC)c2)NC(=O)NC1C (stereo not drawn)
→ 0%	14	-2	0%	.	8%
> O=C(COc1cccc(F)c1)N1c2ccccc2Sc2ccccc21
→ ?	-2	-6	-10%	-6%	?
> Cc1[nH]c2c(C)cccc2c(=O)c1Br
→ ?	-2	-5	-6%	-10%	?

Profiles from above. Order of values: Pf growth 48h	Cycloheximide cs	Shiga toxin inh	Sm TGR block	Giardia FBPA inh	Pf growth 96h
CC1CCc2c(sc3nc(C(C)(C)C)nc(N4CCN(C(=O)CCl)CC4)c23)C1 (stereo not drawn) across the screens: -56%	20*	46*	3%	-12%	6.6µM*
Cc1c(C)n(C(=O)CN2CCN(c3ccccn3)CC2)c2ccccc12 across the screens: ?	-2	-6	-17%	-7%	.
COCCCNC(=O)CSc1ccsc1[N+](=O)[O-] across the screens: 1%	7	-2	-6%	0%	-36%[5.75 µM]
Cc1cc(NN)nc2ccc(Cl)cc12 across the screens: ?	-2	-9	-8%	-13%	?

(cont.)
Value order – Pf growth 48h	Cycloheximide cs	Shiga toxin inh	Sm TGR block	Giardia FBPA inh	Pf growth 96h
> COc1ccc(CCN=C(N)NS(=O)(=O)c2cccs2)cc1OC
→ -15%	-2	37	-3%	6%	-3%
> CC1CCCCN1C(=O)Cn1cc(C=C2C(=O)N(C)C(=O)N(C)C2=O)c2ccccc21 (stereo not drawn)
→ -6%	1	-13	-35%	.	-13%
> COc1cc(NC(=O)COn2nnc3ccc(S(C)(=O)=O)cc32)cc(OC)c1
→ -3%	10	33	35%	5%	?
> O=C(O)CCCC(=O)OCc1c(-c2ccccc2)ncc2ccccc12
→ 9%	.	.	?	.	?
> COc1ccccc1OCC(=O)Nc1ccc(-c2nnc(-c3ccco3)o2)cc1
→ 8%	2	-20	-6%[57.1 µM]	2%	1%
> COc1ccc(OC)c(S(=O)(=O)Nc2ccc(C(N)=O)cc2)c1
→ -1%	-5	-12	-1%	-5%	?
> CC(=O)c1ccc(NC(=O)c2cc(CC(C)C)nc3ccccc23)cc1
→ ?	48*	82*	7%	14%	?
> CCC(=O)c1ccc(OCC(=O)OCC(=O)N2CCCc3ccccc32)cc1
→ 5%	.	.	-2%	.	6%
> CN(C)c1ccc(N/C=C/C(=O)c2ccco2)cc1
→ .	49*	91*	-24%	?	?
> O=c1[nH][nH]c(C(F)(F)F)c1C=NCc1ccccc1Cl
→ .	-4	-13	-5%	4%	-11%
> Cc1cc(C)c2cc(CN(CCN3CCCC3)C(=O)Nc3ccc(F)cc3)c(=O)[nH]c2c1
→ ?	4	-5	-26%	?	?
> Cc1ccc(S(=O)(=O)Nc2ccc(-c3ccc4nncn4n3)cc2)cc1
→ 5%	.	.	1%	.	?
> COc1cc(/C(C)=C/c2ccccc2)c2c(c1)oc1ccccc12
→ -9%	1	-4	1%	6%	?
> O=C(Cn1cnc2c(nnn2-c2ccccc2)c1=O)NCc1ccco1
→ 13%	-2	-4	?	0%	5%
